High-throughput results from PubChem BioAssay.
POLI inh: qHTS for Inhibitors of Polymerase Iota; DNA polymerase iota (Homo sapiens), Q9UNA4; 390,000 tested, 1% active; Pol iota fluorescent replication assay, 10 min; Potency, µM (highest dose often 115 µM), for inactives: at the top dose activity, negative = inhibition, actives largely listed as inhibitors; also: potency is read from the fitted curve at half-maximal effect
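Fluorescent replication assay read twice, at 0 min and 10 min after adding 50 nM (final) substrate. Enzyme (10 nM) and compounds were first incubated 15 min at room temperature; enzyme-free buffer wells were negative controls.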
12-LOX inh: Primary qHTS assay for inhibitors of human arachidonate 12S-lipoxygenase (ALOX12): Round 2; AID 1671190, 2021; 580,000 tested, 1.1% active; Potency, µM (top dose mostly 108 µM), without a hit: at the top dose activity change, negative = inhibition, most hits filed as inhibitors; purified 12hLO, xylenol orange hydroperoxide absorbance; also: potency is read from the fitted curve at half-maximal effect; % is scaled to controls: 0 for no effect and ±100 for the full control effect
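Hydroperoxide product was detected by ferrous iron/xylenol orange as the 573 to 405 nm absorbance ratio. Arachidonic acid at 40 uM (final) was turned over for 30 min at room temperature by 150 nM human 12hLO, pH 7.0 Hepes buffer, after 15 min compound preincubation.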
BLM helicase inh: qHTS Assay for Inhibitors of Bloom's syndrome helicase (BLM); RecQ-like DNA helicase BLM (Homo sapiens), P54132; recombinant BLM DNA unwinding, fluorescence dequenching; Potency, µM (highest dose often 56.1 µM), without a hit: at the top dose activity change, negative = inhibition, most hits filed as inhibitors; 350,000 tested, 0.2% active; AID 2528, 2010;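 also: potency is read from the fitted curve at half-maximal effect; plate controls were vehicle for no effect and no enzyme for full effect; nearly all actives have a fitted effect of over 35% in size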
Target sequence (P54132 whole entry, looked up): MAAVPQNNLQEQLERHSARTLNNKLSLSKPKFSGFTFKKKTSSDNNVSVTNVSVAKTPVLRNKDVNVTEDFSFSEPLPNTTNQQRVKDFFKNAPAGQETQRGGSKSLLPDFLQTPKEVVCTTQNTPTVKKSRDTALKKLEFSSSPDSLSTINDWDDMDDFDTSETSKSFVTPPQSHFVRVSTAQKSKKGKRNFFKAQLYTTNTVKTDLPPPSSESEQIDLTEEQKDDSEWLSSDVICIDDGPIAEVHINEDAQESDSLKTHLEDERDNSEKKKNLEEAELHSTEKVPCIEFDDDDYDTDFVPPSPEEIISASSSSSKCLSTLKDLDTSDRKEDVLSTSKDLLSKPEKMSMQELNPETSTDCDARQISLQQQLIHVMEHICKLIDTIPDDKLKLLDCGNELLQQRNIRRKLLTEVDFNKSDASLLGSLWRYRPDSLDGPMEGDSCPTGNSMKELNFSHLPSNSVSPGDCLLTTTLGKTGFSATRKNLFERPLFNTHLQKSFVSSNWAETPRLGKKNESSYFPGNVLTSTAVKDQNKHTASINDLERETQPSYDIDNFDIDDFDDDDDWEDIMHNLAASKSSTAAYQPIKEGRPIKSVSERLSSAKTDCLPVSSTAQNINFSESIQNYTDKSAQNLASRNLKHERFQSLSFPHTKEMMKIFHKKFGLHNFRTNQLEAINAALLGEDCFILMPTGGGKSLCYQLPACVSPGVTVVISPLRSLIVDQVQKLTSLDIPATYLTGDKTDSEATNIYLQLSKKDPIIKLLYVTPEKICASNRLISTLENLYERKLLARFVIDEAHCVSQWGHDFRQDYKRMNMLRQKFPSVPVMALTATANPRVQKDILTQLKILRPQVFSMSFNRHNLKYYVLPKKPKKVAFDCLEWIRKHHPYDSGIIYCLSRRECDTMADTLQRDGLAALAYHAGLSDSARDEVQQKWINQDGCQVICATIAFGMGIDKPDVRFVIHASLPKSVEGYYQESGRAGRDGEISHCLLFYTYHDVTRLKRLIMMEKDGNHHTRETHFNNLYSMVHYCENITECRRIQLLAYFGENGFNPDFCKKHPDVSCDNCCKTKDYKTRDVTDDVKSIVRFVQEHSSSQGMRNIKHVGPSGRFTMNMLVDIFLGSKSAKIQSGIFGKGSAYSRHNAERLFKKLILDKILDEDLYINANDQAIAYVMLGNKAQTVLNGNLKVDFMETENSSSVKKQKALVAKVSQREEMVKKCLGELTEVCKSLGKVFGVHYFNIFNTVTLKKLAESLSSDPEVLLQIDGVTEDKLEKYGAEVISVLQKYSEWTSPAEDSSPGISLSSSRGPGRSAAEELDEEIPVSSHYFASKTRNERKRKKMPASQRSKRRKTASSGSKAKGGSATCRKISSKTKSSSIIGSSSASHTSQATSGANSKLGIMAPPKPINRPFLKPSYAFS
APE1 inh: qHTS Assay for Inhibitors of the Human Apurinic/apyrimidinic Endonuclease 1 (APE1); recombinant APE1, TAMRA/BHQ-2 abasic DNA cleavage fluorescence; 350,000 tested, 0.35% active; Potency, µM (titrated, usually from 65.8 µM), for the others: at the highest dose activity change, negative = inhibition, most hits filed as inhibitors;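 also: potency is read from the fitted curve at half-maximal effect; plate controls were vehicle for no effect and reference inhibitor for full effect; nearly all actives have a fitted effect of over 55% in size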
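Activity was derived from the fluorescence gain between first and third kinetic reads (60 s intervals, ex 525/em 598 nm) after 50 nM THF-abasic TAMRA/BHQ-2 duplex was added to 0.75 nM APE1 preincubated 15 min with compound.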
TRHR ag: qHTS for Small Molecule Agonists and Allosteric Enhancers of Human TRH Receptor: Primary Screen for Agonists. 360,000 tested, 0.18% active. activation, % at 2 µM. TRHR cells, calcium flux fluo-8, FDSS agonist mode. Thyrotropin-releasing hormone receptor (Homo sapiens), P34981; in the data active = activation above about 30%; also: 0% is about no effect
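Fluo-8-loaded TRHR cells; 10 s baseline, compound added, kinetic Ca2+ fluorescence read 1/s, agonist mode.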
POLB inh: qHTS Assay for Inhibitors of DNA Polymerase Beta. P06746. Pol beta primer extension/strand displacement, fluorescence kinetic. Potency, µM (doses to about 114 µM), for the others: top-dose activity change, negative = inhibition, actives largely listed as inhibitors. 340,000 tested, 1.3% active. AID 485314, 2010; also: potency is read from the fitted curve at half-maximal effect; % is scaled to controls: 0 for no effect and ±100 for the full control effect
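Preincubation: enzyme (10 nM) with compound, 15 min, RT. Reaction: substrate added to 50 nM final. Reads: 0 and 10 min. Analysis: normalized, Hill fit.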
ERG Ets-DNA blk: qHTS for Small Molecule Inhibitors of the ERG Ets/DNA interaction; Transcriptional regulator ERG (Homo sapiens), P11308; 370,000 tested, 0.028% active; AID 624246, 2012; Potency, µM (series often up to 76.9 µM), inactives show at the highest dose FP activity, negative = inhibition, usual class: inhibitors; fluorescence polarization, His-ERG Ets domain / labelled DNA; active = well fitted inhibition curve with a large enough effect in the polarisation, with a control signal flat; inconclusive = small, poorly fitted or top-dose-only effect, or effect the other way, or a change in a side signal; inactive = no such curve, though single readings can be large or run the other way; the % refers to the polarisation;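 also: polarization taken with two DNA probes labelled with fluorescein and Texas red; potency is read from the fitted curve at half-maximal effect; % of control where 0% means no effect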
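His-tagged ERG Ets domain (1 uM in the protein solution; 300mM KCl, 50mM Tris-HCl, 1mM EDTA, 1mM DTT, pH 7.5) received compound, then a probe mix of 5 nM fluorescein-DNA and 100nM Texas-615-DNA. Fluorescence polarization was read for both dyes.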
Pol kappa inh: qHTS for Inhibitors of Polymerase Kappa. purified Pol kappa, fluorescent DNA synthesis assay, 10 min. Potency, µM (series often up to 107 µM), for inactives: at the top dose activity, negative = inhibition, usual class: inhibitors. 400,000 tested, 0.53% active; also: potency is read from the fitted curve at half-maximal effect; % is scaled to controls: 0 for no effect and ±100 for the full control effect
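Enzyme at 10 nM met test compounds for 15 min at room temperature. Substrate addition (50 nM final) began the reaction, which was monitored by fluorescence at 0 and 10 min.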
Anesthetic bind: qHTS Assay for Identification of Novel General Anesthetics; Ferritin light chain (Equus caballus), P02791; apoferritin/1-aminoanthracene competitive binding, fluorescence; Potency, µM (titrated, usually from 77.5 µM), for inactives: top-dose activity change, negative = displacement, hits mostly inhibitors; 350,000 tested, 0.074% active; AID 485281, 2010; also: potency is read from the fitted curve at half-maximal effect; % is scaled to controls: 0 for no effect and ±100 for the full control effect; nearly all actives have a fitted effect of over 20% in size
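10 uM apoferritin + 50% sat. 1-AMA, PBS; cpd 10 min RT; Ex380/Em535 endpoint; normalized to free probe vs complex; 4-param Hill fit; propofol titration as pos. ctrl.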
* hit, by the source's call; ? = inconclusive; . = no result given; & = joins results of further samples; [ ] = another dose, or the depositor's remark. Unless noted, calls follow the shape of the dose curve; as a rule, active = well fitted curve in the direction sought with a large enough effect; inconclusive = small, poorly fitted or top-dose-only effect, or another doubt; inactive = no such curve, though single readings can be large; an effect the other way counts as inactive or inconclusive. These rows are one share of the data; rates above refer to the full screens.

SMILES | POLI inh | 12-LOX inh | BLM helicase inh | APE1 inh | TRHR ag | POLB inh | ERG Ets-DNA blk | Pol kappa inh | Anesthetic bind
COc1ccc2c(c1)CCCC2=O | 20% | -16% | . | . | . | . | 10% | 4% | .
CC1OC(=O)C(C(C)C)NC(=O)C(C(C)C)OC(=O)C(C(C)C)NC(=O)C(C)OC(=O)C(C(C)C)NC(=O)C(C(C)C)OC(=O)C(C(C)C)NC(=O)C(C)OC(=O)C(C(C)C)NC(=O)C(C(C)C)OC(=O)C(C(C)C)NC1=O (stereo unspecified) | . | 5%[57.4 µM] | -15% | -1%&-11% | . | . | . | -9%[19.4 µM] | ?
CC(C)c1ccc(-n2c(O)c(/C=N/N3CCOCC3)c(=O)[nH]c2=S)cc1 | 20% | ? | -2% | 3% | 0.2 | -22% | 1% | -8% | 5%
Nc1ccc([As](=O)(O)O)cc1 | 45%[activator] | 0% | -2%&1%&7% | -1%&-7% | 0.4 | 20% | -5% | 11% | 6%&34%
CNCC(O)c1ccc(O)cc1 (stereo unspecified) | 3%[58.9 µM] | -1%&-19%&-60% | 1% | 4% | 0.5 | 3% | 14% | -2%[60.1 µM] | 0%
COc1ccc(N2C(=O)/C(=C/c3ccc(N(C)C)o3)C(=O)NC2=S)cc1 | ? | ? | -2% | 1% | 11 | 2% | 39%[activator] | -18% | 0%
CCN1CC2([N+](=O)[O-])CC=C(Cl)C([N+](=O)[O-])(C1)C2 (stereo unspecified) | 132%[activator] | 5% | 1% | -1% | 0.6 | -14% | -4% | -14% | -13%
O=C1NC(=S)NC(=O)C1=Cc1ccc(OCC(=O)N2CCCC2)cc1 | ? | ? | -4% | 12% | -0.2 | 50µM* | -10% | -34% | -17%
CC(C)CN1CCCC2(CCN(C(=O)c3ccncc3)CC2)C1 | . | -2%[57.4 µM] | 2% | 2% | . | . | . | -6%[60.1 µM] | .
CC(C)c1ccc2c(c1O)CCC1C3=C(CC[C@]21C)C(=O)OC3 (stereo partly specified) | . | . | -1% | -4% | . | . | . | -13%[60.1 µM] | -15%
O=C1OCc2cc(N=Nc3c(O)[nH]c(=O)[nH]c3=O)ccc21 | 1% | ? | -3% | -7% | 0.5 | 1% | -1% | -12% | -9%
CCc1sc(C(=O)N2CCC3(CC2)OCCO3)cc1Br | 4% | -2%&8% | 0% | -2% | 0.4 | -4% | -1% | -7% | -5%
C=CCN1CCC23c4c5ccc(O)c4OC2/C(=N/N=C2\CCC4(O)C6Cc7ccc(O)c8c7C4(CCN6CC=C)C2O8)CCC3(O)C1C5 (stereo unspecified) | . | 37%[activator] | . | 7% | . | . | . | 0%[19.4 µM] | -6%
CN(c1ccccc1)P(=O)(N1CC1)N1CC1 | 12% | 19% | . | . | . | . | 6% | -9% | .
N=C1SCC(=O)N1Cc1ccccc1 | 8% | 28% | 0% | -2% | 0.1 | -17% | 1% | -5% | -15%
CSc1ccc(CNC(C)C(O)c2ccccc2)cc1 (stereo unspecified) | -15% | -9% | -4% | 12% | 1.1 | -3% | 20% | 7% | -4%
O=c1[nH]c(=S)n(C2CC2)c(O)c1C=NCCc1ccccc1 | 128%[activator] | ? | 0% | 6% | -1.9 | 32% | 4% | -2% | 7%
CCN1C[C@]2(OC(=O)c3ccccc3NC(C)=O)CCC(OC)C34C5C[C@H]6C(OC)[C@]5(O)[C@](O)(C[C@@H]6OC)C(C[C@@H]32)[C@H]14 (stereo partly specified) | 20% | 118%[activator] | -1% | 45% | 0.2 | -2% | -7% | -5% | -1%
COCCOC(=O)c1c(N)n(Cc2ccc(OC)cc2)c2nc3ccccc3nc12 | 11% | ? | -3% | -2% | -0.4 | -25% | -11% | -7% | 517%[activator]
Cc1c(N=Cc2c(O)n(Cc3ccccc3)c(=O)[nH]c2=O)c(=O)n(-c2ccccc2)n1C | 64%[activator] | -1% | -3% | -2% | -0.7 | -5% | 0% | 4% | -11%
CSc1cccc(NP2(=O)OCC(C)([N+](=O)[O-])CO2)c1 (stereo unspecified) | 12% | -5% | . | . | . | . | 4% | -6% | .
CCN(CC)CCN=Cc1c(O)n(CCC2=CCCCC2)c(=O)[nH]c1=O | 3% | -1% | 0% | 1% | 0.3 | 0% | -11% | -1% | 4%
CC1CN(c2ccc([N+](=O)[O-])c(N3CCCCC3)c2)CCN1 (stereo unspecified) | 35%[activator] | 0% | 1% | -3% | 2.8 | -6% | -1% | -18% | -9%
Cc1ccc(-n2c(O)c(/C=N/Nc3ccccc3)c(=O)[nH]c2=O)cc1C | 17% | ? | -11% | 0% | 0.8 | -15% | 8% | -8% | ?
CCCCn1c(O)c(C=Nc2c(C)n(C)n(-c3ccccc3)c2=O)c(=O)[nH]c1=O | ? | 10% | 0% | -2% | -0.3 | -2% | -5% | -2% | -16%

Grouped by structure, the entries above with a nitro group on carbon
SMILES | POLI inh | 12-LOX inh | BLM helicase inh | APE1 inh | TRHR ag | POLB inh | ERG Ets-DNA blk | Pol kappa inh | Anesthetic bind
CCN1CC2([N+](=O)[O-])CC=C(Cl)C([N+](=O)[O-])(C1)C2 (stereo unspecified) | 132%[activator] | 5% | 1% | -1% | 0.6 | -14% | -4% | -14% | -13%
CSc1cccc(NP2(=O)OCC(C)([N+](=O)[O-])CO2)c1 (stereo unspecified) | 12% | -5% | . | . | . | . | 4% | -6% | .
CC1CN(c2ccc([N+](=O)[O-])c(N3CCCCC3)c2)CCN1 (stereo unspecified) | 35%[activator] | 0% | 1% | -3% | 2.8 | -6% | -1% | -18% | -9%

Additional results:
SMILES | POLI inh | 12-LOX inh | BLM helicase inh | APE1 inh | TRHR ag | POLB inh | ERG Ets-DNA blk | Pol kappa inh | Anesthetic bind
C=CCN1C(=O)NC(=O)/C(=C/c2ccc(OCC(=O)Nc3ccc(C)cc3)cc2)C1=O | -23% | 40µM* | -3% | -2% | -0.5 | 11% | 2% | -6% | -7%
COP(=S)(OC)Oc1ccc([N+](=O)[O-])c(C)c1 | . | . | 3% | -4% | . | . | . | 14%[60.1 µM] | -6%
NC(CC(=O)O)C1CCCCC1 (stereo unspecified) | . | . | 3% | 15% | 0.3 | 81% | . | . | -3%
CCOC(=O)c1ncn2c1[C@H]1CCCN1C(=O)c1cc(OC)ccc1-2 | . | 244%[activator] | -1% | -6% | . | . | . | -4%[19.4 µM] | .
CN1CCN(/N=C/c2c[nH]c3ccccc23)CC1 | 201%[activator] | 0% | -2% | 2% | 0.1 | 1% | 1% | -4% | -2%
COc1ccc(NC(=S)NC(NC(=O)CF)C(Cl)(Cl)Cl)c([N+](=O)[O-])c1 (stereo unspecified) | 11% | 8% | 1% | -1% | 0.3 | -15% | . | -3% | -8%
O=C1c2ccccc2C(=O)N1Cc1nc2ccccc2c(=O)n1-c1ccccn1 | -5% | -1% | -2% | 13% | 0.6 | 7% | 4% | 5% | -4%
O=c1c2cc(Cl)cc(Cl)c2nc(CN2CCOCC2)n1-c1ccccc1F | ? | -2% | -7% | -1% | -0.5 | -2% | 0% | -1% | -17%
CC/C(=N\N1CCCCCC1)c1c(O)n(-c2ccc(C)cc2)c(=O)[nH]c1=O | 1% | 17% | 1% | 5% | -0.3 | ? | -6% | -2% | ?
CC(=O)c1ccc(NC2=NCCCS2)cc1 | 21% | -13% | -3% | 31% | 0.5 | 22% | 8% | -17% | -10%
C[C@H]1CN([C@@H](C)CO)C(=O)c2cccc(NC(=O)c3ccc(-c4nccs4)cc3)c2O[C@@H]1CN(C)C(=O)Nc1cccc2ccccc12 | 60%[activator] | -20% | . | 10% | . | . | 7% | 0% | .
CCN(CC)C(=O)c1ccc(NC(=O)CSc2nnnn2-c2cc(OC)ccc2OC)cc1 | -15% | -4% | -4% | 14% | -0.7 | 3% | . | -10% | -3%
COC(=O)C1=C(c2ccc(-c3ccccc3)c(F)c2)C[C@@H]2CC[C@H]1N2C(=O)NCc1cc(C)oc1C(F)(F)F | 12% | ? | . | 19% | 0.5 | . | 9% | 0% | .
CC(=O)C1CCC2C3CC(O)C4CC(O)CCC4(C)C3CCC12C (stereo unspecified) | 19% | 13% | . | . | . | . | -5% | 20% | .
CCCCn1c(O)c(C(C)=NCCc2c[nH]c3ccccc23)c(=O)[nH]c1=O | 30%[activator] | -72% | -14% | 11% | 0.3 | 18% | -6% | 8% | -8%
CON(C)C(=O)Nc1ccc(Br)c(Cl)c1 | . | . | 2% | -3% | . | . | . | 16%[60.1 µM] | -17%

Three compounds from above, ordered by molar mass, ascending:
SMILES | POLI inh | 12-LOX inh | BLM helicase inh | APE1 inh | TRHR ag | POLB inh | ERG Ets-DNA blk | Pol kappa inh | Anesthetic bind
CC(=O)C1CCC2C3CC(O)C4CC(O)CCC4(C)C3CCC12C (stereo unspecified) | 19% | 13% | . | . | . | . | -5% | 20% | .
COc1ccc(N2C(=O)/C(=C/c3ccc(N(C)C)o3)C(=O)NC2=S)cc1 | ? | ? | -2% | 1% | 11 | 2% | 39%[activator] | -18% | 0%
CCN1C[C@]2(OC(=O)c3ccccc3NC(C)=O)CCC(OC)C34C5C[C@H]6C(OC)[C@]5(O)[C@](O)(C[C@@H]6OC)C(C[C@@H]32)[C@H]14 (stereo partly specified) | 20% | 118%[activator] | -1% | 45% | 0.2 | -2% | -7% | -5% | -1%
